Assay outcomes from PubChem.
Cneo AK release: Cryptococcus neoformans lysis via adenylate kinase release; C. neoformans lysis, adenylate kinase release luminescence, 4 h; normalised: neutral wells 0, clomiphene wells 100; lysis activity, % at 15 µM; 360,000 compounds, 0.2% hits; AID 651654;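 active means mean lysis activity across replicates of at least 80%, whatever share of replicates individually reach that level; inactive means mean lysis activity below 80%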
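Material – Cryptococcus neoformans yeast cells · Quantity – 5 × 10^6 yeast cells/mL · Buffer or medium – YPD medium · Compound – single dose · Timing – 4 h static compound exposure, 37 °C, read 1 h post-reagent · Signal – adenylate kinase release luminescence · Read-out basis – lysis from increased AK signal · Benchmarks – Clomiphene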
miR122 inh: blocks miR-122 activity in Huh7 sensor cells | activation (reporter increase), % at 12.5 µM | 340,000 compounds, 0.3% hits | Huh7 miR-122 Renilla luciferase sensor, 48 h; neutral wells = 0, positive control = 100;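 active means mean replicate activation score at least 90 and every replicate individually at or above 90; inconclusive means only one of the two criteria met; inactive means neither criterion met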;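 further: higher luciferase means less miR-122 activity so hits act as miR-122 inhibitors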
PglD DTNB: inhibitors of Campylobacter jejuni PglD acetyltransferase; purified PglD enzyme, DTNB colorimetric CoA detection; inhibition, % at 12.5 µM; 360,000 compounds, 0.098% hits; AID 602405; in the data active means inhibition above about 16%, passing the limit was not always enough; inconclusive means no clear call, values can overlap the other calls; further: strong numbers were not always called active
ERAP1 HTS inh: inhibitors of human ERAP1 aminopeptidase; Q9NZ08; 340,000 compounds, 0.15% hits; inhibition, % at 10.7 µM; recombinant ERAP1, Leu-AMC fluorescence, 60 min; AID 652197;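 active means mean replicate inhibition of at least 30%, or all replicates individually reaching that 30% level; inactive means mean below 30% and not every replicate reaching it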;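 further: 0% = neutral control wells and 100% = L-leucinethiol positive control wells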
PGC1a acetyl inh: modulators of PGC1a acetylation; U2OS PGC1a acetylation, AlphaScreen anti-acetyl-lysine; with virally co-expressed GCN5 acetyltransferase; inhibition, % at 15.6 µM; 350,000 compounds, 0.17% hits;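 active means every replicate shows inhibition of at least 40%; inconclusive means mean inhibition at least 40% but some replicate below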;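 further: 0% = neutral control wells and 100% = positive control wells; some results beyond the cut were filed as inactive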
E-sel inducer: E-selectin induction on HUVECs | HUVEC E-selectin immunofluorescence imaging; normalized: neutral wells 0, TNF-alpha wells 100 | P16581 | 260,000 compounds, 0.37% hits | activation, % at 7.58 µM;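 active means mean E-selectin-positive cell signal at least 10% of the positive control, reached in at least 60% of replicates, without over 20% cell loss; inconclusive means no rule given, readout overlaps actives, possibly toxicity-flagged; inactive means the rest, including those meeting only one limit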;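 further: in these data hits start at about 27%; measured in HUVEC primary endothelial cells; signal is the percent of cells scored E-selectin positive by PE staining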
Target sequence (P16581 whole entry, looked up): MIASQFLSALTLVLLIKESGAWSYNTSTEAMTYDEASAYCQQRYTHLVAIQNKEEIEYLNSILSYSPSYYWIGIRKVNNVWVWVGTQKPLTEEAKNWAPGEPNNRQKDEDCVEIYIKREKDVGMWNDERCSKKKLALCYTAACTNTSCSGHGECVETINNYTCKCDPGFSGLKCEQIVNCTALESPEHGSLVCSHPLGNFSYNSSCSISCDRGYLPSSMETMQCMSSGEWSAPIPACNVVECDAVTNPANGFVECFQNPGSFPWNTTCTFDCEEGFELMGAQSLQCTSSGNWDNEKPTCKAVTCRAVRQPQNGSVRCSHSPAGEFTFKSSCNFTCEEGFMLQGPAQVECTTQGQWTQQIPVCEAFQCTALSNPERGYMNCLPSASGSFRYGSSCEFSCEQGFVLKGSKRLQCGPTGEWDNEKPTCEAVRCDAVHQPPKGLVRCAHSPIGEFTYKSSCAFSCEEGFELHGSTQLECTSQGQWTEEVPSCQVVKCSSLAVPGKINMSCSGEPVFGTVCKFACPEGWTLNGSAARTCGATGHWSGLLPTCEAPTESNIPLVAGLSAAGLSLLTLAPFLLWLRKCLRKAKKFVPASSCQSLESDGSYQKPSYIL
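Test system: HUVEC | Signal: Immunofluorescence imaging | Read-out: Percent E-selectin-positive cells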
RAD54 branch: RAD54 (human) branch migration inhibition | Q92698 | RAD54 Holliday junction branch migration, FAM/BHQ fluorescence | inhibition, % at 10.4 µM | 360,000 compounds, 0.14% hits | AID 602329;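 active means mean normalized replicate activity at least 40 and at least half of replicates scoring 40 or more; inconclusive means only one of the two criteria met; inactive means mean below 40 and under half of replicates reaching 40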;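 further: 0% = median of neutral control wells and 100% = median of positive control wells; inhibitors cause a drop in the FAM fluorescence signal; in these data hits start at about 50%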
RAD52 inh: blocks human RAD52 DNA annealing | P43351 | 360,000 compounds, 0.46% hits | inhibition, % at 18.7 µM | recombinant RAD52 DNA annealing, FRET fluorescence;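 active means every replicate showing at least 50% inhibition; inconclusive means mean inhibition at least 50% but not in every replicate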
Target sequence (P43351 whole entry, looked up): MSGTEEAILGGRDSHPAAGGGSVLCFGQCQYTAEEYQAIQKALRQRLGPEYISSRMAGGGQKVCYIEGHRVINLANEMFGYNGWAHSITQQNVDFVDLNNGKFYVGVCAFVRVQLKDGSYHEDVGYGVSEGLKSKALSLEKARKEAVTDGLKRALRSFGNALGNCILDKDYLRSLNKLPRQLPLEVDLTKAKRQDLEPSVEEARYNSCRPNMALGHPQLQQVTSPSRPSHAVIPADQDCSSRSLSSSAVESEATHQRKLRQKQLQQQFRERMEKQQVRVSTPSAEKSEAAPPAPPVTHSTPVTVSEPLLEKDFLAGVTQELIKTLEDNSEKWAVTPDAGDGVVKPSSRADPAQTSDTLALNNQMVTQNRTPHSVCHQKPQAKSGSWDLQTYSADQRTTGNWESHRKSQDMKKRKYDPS
Numbers without * were called inactive; & = joins results of further samples; [ ] = remark or other dose.

For COCCN1CCN(C(=O)C2CCC(=O)N(CCc3ccccc3)C2)CC1 (stereo not given) the results were Cneo AK release 1, miR122 inh -4, PglD DTNB -1, ERAP1 HTS inh -4, E-sel inducer 0.6, RAD54 branch 5 and RAD52 inh -5.
Screening Cc1ccc(S(=O)(=O)Oc2ccccc2/C=N/O)cc1 returned Cneo AK release 2, miR122 inh -7, PglD DTNB -1, ERAP1 HTS inh 3, PGC1a acetyl inh 2, E-sel inducer 0.5, RAD54 branch -6 and RAD52 inh -3.
O=C1C2C3C=CC(C3)C2C(=O)N1Cc1cccnc1 (stereo not given) was read as Cneo AK release 4, miR122 inh 0, PglD DTNB 1, PGC1a acetyl inh 20 and RAD54 branch -3.
O=C(O)c1cc(NN=Nc2cccc([N+](=O)[O-])c2)cc([N+](=O)[O-])c1 was read as Cneo AK release -2, miR122 inh 3, PglD DTNB 1, ERAP1 HTS inh 2, PGC1a acetyl inh 24, RAD54 branch -28 and RAD52 inh -13.
CC1=C/C(=N\OS(=O)(=O)c2ccccc2)C=CC1=O was read as Cneo AK release -6, miR122 inh 1, PglD DTNB -2, PGC1a acetyl inh 3 and RAD54 branch -24.
Screening Cc1nn2c3c(cnc2c1-c1ccccc1)C(=O)CC(c1ccccc1)C3 (stereo not given) returned Cneo AK release 1, miR122 inh 7, PglD DTNB -4, PGC1a acetyl inh 10 and RAD54 branch 1.
Screening CC(=O)N(Cc1ccccc1)Cc1nc2sc(C)c(C)c2c(=O)[nH]1 returned Cneo AK release -3, miR122 inh -1, PglD DTNB -1, ERAP1 HTS inh 4, PGC1a acetyl inh -16, RAD54 branch -6 and RAD52 inh 6.
Cn1c(=O)c2c(nc(CN3CCOCC3)n2CCCc2ccccc2)n(C)c1=O was read as Cneo AK release -2, miR122 inh -9, PglD DTNB 3, PGC1a acetyl inh 2 and RAD54 branch -6.
Screening COc1cc2c(cc1OC)C(C)N(C(=O)c1c(-c3ccccc3)noc1C)CC2 (stereo not given) returned Cneo AK release 0, miR122 inh -4, PglD DTNB -3, PGC1a acetyl inh -6, RAD54 branch -1 and RAD52 inh 1.
For C[C@@H]1CN([C@@H](C)CO)C(=O)c2cc(NS(C)(=O)=O)ccc2O[C@@H](C)CCCCO[C@H]1CN(C)Cc1ccc2c(c1)OCO2 the results were Cneo AK release 0&3, miR122 inh -4, PglD DTNB -1&4, ERAP1 HTS inh 0&0, PGC1a acetyl inh 3&6, E-sel inducer -0.1&0.3, RAD54 branch -4&-6 and RAD52 inh -8&10.
O=C(CC1(O)C(=O)c2ccccc2C1=O)c1ccccc1 was read as Cneo AK release 3, miR122 inh -1, PglD DTNB 0, ERAP1 HTS inh 2, PGC1a acetyl inh 5, RAD54 branch 1 and RAD52 inh -23.
Screening CCCc1cn(CC[C@H]2CC[C@@H](NC(=O)C3CCCC3)[C@H](CO)O2)nn1 returned Cneo AK release -4, miR122 inh -3[16.7 µM], PglD DTNB 8, ERAP1 HTS inh 2, PGC1a acetyl inh 3, E-sel inducer 0.0, RAD54 branch -12 and RAD52 inh 5.
Screening Cc1ccc(NC(=O)C2CCN(S(C)(=O)=O)CC2)cc1Cl returned Cneo AK release 3, miR122 inh 2, PglD DTNB 6, ERAP1 HTS inh -2, PGC1a acetyl inh 6, RAD54 branch -11 and RAD52 inh -6.
For CO[C@@H]1CC[C@H]2CCOc3ccc(C#N)cc3C(=O)N(C)C[C@@H](C)C(=O)N(C)C[C@@H]1O2 the results were Cneo AK release 1, PglD DTNB 1, ERAP1 HTS inh -3, E-sel inducer -0.1, RAD54 branch -3 and RAD52 inh -9.
`Cc1noc(C)c1NC(=O)N(C)C[C@H]1OCCCC[C@@H](C)Oc2ccc(NC(=O)NC3CCCCC3)cc2C(=O)N([C@H](C)CO)C[C@@H]1C` gave Cneo AK release 1, miR122 inh 16[16.7 µM], PglD DTNB 2, ERAP1 HTS inh -4, PGC1a acetyl inh 2, RAD54 branch 5 and RAD52 inh 0.
For O=C(Cc1cccs1)Nc1cccc(-c2nc3ccccc3o2)c1 the results were Cneo AK release -4, miR122 inh 9, PglD DTNB 0, PGC1a acetyl inh 1 and RAD54 branch -10.
Screening CCOc1ccc(NC(=O)CSc2nc3ccccc3nc2N2CC(C)OC(C)C2)cc1 (stereo not given) returned Cneo AK release 1, PglD DTNB -6, ERAP1 HTS inh 1, E-sel inducer -0.3, RAD54 branch 18 and RAD52 inh 4.
For CCc1cccc(NC(=O)O[C@H]2[C@H](OC(=O)Nc3ccc4c(c3)OCO4)[C@@H](OC(=O)Nc3ccc4c(c3)OCO4)[C@@H](OC)O[C@@H]2CO)c1 the results were Cneo AK release -1, PglD DTNB -7, ERAP1 HTS inh -4, PGC1a acetyl inh 2, RAD54 branch 6 and RAD52 inh -5.
For CCN1CCS/C1=C/C=C/C1=[N+](CC)CCS1 the results were Cneo AK release -2, miR122 inh -11, PglD DTNB -7, PGC1a acetyl inh 9 and RAD54 branch -15.
Screening CC(C)(C)NC(=O)CC1C[C@H](C(=O)N2CCOCC2)[C@@]2(C)c3[nH]c4ccccc4c3CCN2C1=O (stereo not given in full) returned Cneo AK release 2, miR122 inh 4, PglD DTNB 0, ERAP1 HTS inh 3, PGC1a acetyl inh -2, E-sel inducer -0.7, RAD54 branch -15 and RAD52 inh -13.
For COCCN(C(=O)COC(=O)c1c(-c2ccccc2)noc1C)c1c(N)n(Cc2ccccc2)c(=O)[nH]c1=O the results were Cneo AK release -1, PglD DTNB 2, ERAP1 HTS inh 0, E-sel inducer 0.2, RAD54 branch -9 and RAD52 inh -17.
For COc1ccc2cc(C(c3nnnn3CCc3ccccc3)N3CCCC(C)C3)c(=O)[nH]c2c1 (stereo not given) the results were Cneo AK release 2, miR122 inh 5, PGC1a acetyl inh 4 and RAD54 branch 10.
CCCCOc1ccc(CSC(=N)N)cc1Cl was read as Cneo AK release 11, miR122 inh 3, PglD DTNB -1, ERAP1 HTS inh 2, PGC1a acetyl inh -7, RAD54 branch 6 and RAD52 inh 24.
Screening CC1(C)CC(=O)C2=C(C1)OC(N)=C(C#N)[C@@H]2c1ccccc1[N+](=O)[O-] returned Cneo AK release 1, miR122 inh -4, PglD DTNB -5, ERAP1 HTS inh -5, PGC1a acetyl inh 10, E-sel inducer 1.8, RAD54 branch -90 and RAD52 inh -49.
`Cc1ccc2nc(-c3ccc(N4C(=NC(=O)CCC(=O)O)SC5CS(=O)(=O)CC54)cc3)sc2c1` (stereo not given) gave miR122 inh 20, PglD DTNB 8, PGC1a acetyl inh -1 and RAD54 branch 2.
Screening COc1ccc(NC(=O)c2nn(C)c(C(=O)Nc3ccc(OC)cc3)c2[N+](=O)[O-])cc1 returned Cneo AK release -1, PglD DTNB -2, ERAP1 HTS inh -1, E-sel inducer 0.3, RAD54 branch 1 and RAD52 inh -11.
Screening Cc1ccc(N2C(=O)C3CCCN3C2=S)c(C)c1 (stereo not given) returned Cneo AK release -2, miR122 inh -5, PglD DTNB 5, ERAP1 HTS inh 1, PGC1a acetyl inh 11, E-sel inducer 0.1, RAD54 branch -20 and RAD52 inh -6.
COc1ccc(CNC(=O)c2cnc3cc(C)ccn3c2=O)cc1 was read as Cneo AK release 0, miR122 inh -1, ERAP1 HTS inh 5, PGC1a acetyl inh 7, E-sel inducer 0.1, RAD54 branch -3 and RAD52 inh -421.
`Cc1cc(=O)[nH]c2c1c(C)nn2C(C)(C)C` gave Cneo AK release 5, miR122 inh -5, PglD DTNB 5, ERAP1 HTS inh -1, PGC1a acetyl inh 0, RAD54 branch -5 and RAD52 inh -9.
`OCC(O)C1OC(c2ccccc2)OC(CO)C1O` (stereo not given) gave Cneo AK release -8, miR122 inh -2, PglD DTNB -4, ERAP1 HTS inh 0, PGC1a acetyl inh 6, RAD54 branch 5 and RAD52 inh 1.

In the list so far, these have a Cl atom.
Screening Cc1ccc(NC(=O)C2CCN(S(C)(=O)=O)CC2)cc1Cl returned Cneo AK release 3, miR122 inh 2, PglD DTNB 6, ERAP1 HTS inh -2, PGC1a acetyl inh 6, RAD54 branch -11 and RAD52 inh -6.
CCCCOc1ccc(CSC(=N)N)cc1Cl was read as Cneo AK release 11, miR122 inh 3, PglD DTNB -1, ERAP1 HTS inh 2, PGC1a acetyl inh -7, RAD54 branch 6 and RAD52 inh 24.

Following part:
Screening Cc1cccc(C)c1NC(=S)N1CCC(N(C)CC2CCCO2)CC1 (stereo not given) returned Cneo AK release 0, miR122 inh -3, PglD DTNB 0, PGC1a acetyl inh 8 and RAD54 branch -8.
For CCCN1C(=O)c2ccccc2NC1c1ccc(Cl)cc1 (stereo not given) the results were Cneo AK release 3, miR122 inh -3, PglD DTNB -1, ERAP1 HTS inh -7, E-sel inducer -1.7, RAD54 branch 6 and RAD52 inh -2.
`COc1cccc(OC)c1C(=O)Nc1nnc(C(C)C)s1` gave Cneo AK release 0, miR122 inh -5, PglD DTNB 6, PGC1a acetyl inh -16 and RAD54 branch -8.
Screening COC(=O)c1cccc(S(=O)(=O)N2CCCCC2)c1 returned Cneo AK release -2, miR122 inh -2, PglD DTNB 4, PGC1a acetyl inh -2 and RAD54 branch 6.
CCNC(=O)C[C@@H]1CC[C@H]2[C@@H](COC[C@H](O)CN2C(=O)Nc2ccc(C(F)(F)F)cc2)O1 was read as Cneo AK release 0, miR122 inh -6[16.7 µM], PglD DTNB 1, ERAP1 HTS inh 0, PGC1a acetyl inh 7, E-sel inducer 0.1, RAD54 branch -1 and RAD52 inh -6.
O=C(CCCn1c(=S)[nH]c2cc3c(cc2c1=O)OCO3)N1CCN(c2ccccn2)CC1 was read as Cneo AK release 0, miR122 inh 16, PglD DTNB 2 and RAD54 branch 8.
`COc1ccccc1NC(=O)NC1(C(=O)N2CCC(O)CC2)CCCCC1` gave Cneo AK release -1, miR122 inh -8, PglD DTNB -3, PGC1a acetyl inh 4 and RAD54 branch 15.
`Cc1ccc(-c2nnn(CC(=O)N(CCN3CCOCC3)C(C(=O)NC(C)(C)C)c3ccc(C)o3)n2)cc1` (stereo not given) gave Cneo AK release 1, miR122 inh -14, PglD DTNB 3, PGC1a acetyl inh 1, E-sel inducer -0.1 and RAD52 inh -7.
For O=C(c1ccccn1)N1CC[C@@H]2[C@H]1c1cc(C#Cc3ccccc3)ccc1N[C@@H]2CO the results were Cneo AK release 3, miR122 inh 1[16.7 µM], PglD DTNB 3, ERAP1 HTS inh -2, PGC1a acetyl inh -41, E-sel inducer 2.3, RAD54 branch 9 and RAD52 inh -17.
Screening O=C(Nc1ccccc1)N1C[C@@H]2[C@H](c3ccccc31)[C@@H](CO)N2C(=O)Cc1ccccn1 returned Cneo AK release -2, miR122 inh 11[16.7 µM], PglD DTNB 2, ERAP1 HTS inh -1, PGC1a acetyl inh 1, E-sel inducer 0.5, RAD54 branch -2 and RAD52 inh -3.
`C[C@H]1CN([C@@H](C)CO)C(=O)Cc2cc(NC(=O)Nc3ccc(C(F)(F)F)cc3)ccc2O[C@H]1CN(C)C(=O)Nc1cccc2ccccc12` gave Cneo AK release -1, miR122 inh 17[16.7 µM], PglD DTNB 0, ERAP1 HTS inh -5, PGC1a acetyl inh -3, E-sel inducer inconclusive, RAD54 branch 5 and RAD52 inh 6.
Cc1ccc(S(=O)(=O)N(C)C)cc1NC(=O)COC(=O)CCCOc1ccccc1 was read as Cneo AK release 0, miR122 inh 2, PglD DTNB 3, ERAP1 HTS inh 0, PGC1a acetyl inh -1, E-sel inducer 7.3, RAD54 branch 11 and RAD52 inh -4.
